# HT1080 viability: cytotoxicity in HT1080 fibrosarcoma cells, cell-based, fluorescence readout (AID 620) | HT1080 viability, fluorescence; higher % means a stronger effect | 87,000 tested, 0.42% active | one-dose cytotoxicity, % at 10 µM; EC50 in µM for titrated hits;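 further: cells exposed to compound overnight then 4 h with Alamar Blue; 0% = vehicle DMSO and 100% = killing control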
# Bfl-1 inhibitors: Bfl-1 inhibitors, primary screen, biochemical, fluorescence polarization, FITC-Bid, mouse (AID 432). FITC-Bid BH3 peptide fluorescence polarization displacement; higher % means a stronger effect. displacement, % at 20 µM, or IC50 in µM where a hit was titrated. 64,000 tested, 0.02% active; in the data active means a potency from the dose series; inactive means the rest, 99 in 100 with displacement below about 15%; further: strong numbers were not always called active
# HPDE-C7 viability: cytotoxicity in HPDE-C7 cells, cell-based, fluorescence, HTS (AID 430); HPDE-C7 pancreatic duct cells viability, fluorescence; higher % means a stronger effect; cytotoxicity, % at 10 µM; hits with a dose series show EC50 in µM; 63,000 tested, 1.8% active;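 further: cells exposed to compound for 48 hours before viability readout; 0% = vehicle and 100% = reference cytotoxic drug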
# LYP inhibition: LYP phosphatase inhibitors, primary screen, biochemical, DiFMUP fluorescence, recombinant catalytic domain, 10 µM (AID 606). Tyrosine-protein phosphatase non-receptor type 22 (Homo sapiens). recombinant LYP catalytic domain, DiFMUP fluorescence; higher % means a stronger effect. inhibition, % at 10 µM; hits with a dose series show IC50 in µM. 52,000 tested, under 10 active;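 active means IC50 under 40 µM in the dose-response test; inactive means IC50 of 40 µM or more, or never dose-tested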
# PMK inhibit: S. pneumoniae PMK inhibitors, primary screen, biochemical, mevalonate pathway, pilot trial included; AID 539, 2006; 65,000 tested, 0.49% active; inhibition, % at 10 µM; purified PMK, PK/LDH-coupled NADH absorbance 340 nm;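 active means top-ranked compounds by inhibition in the single 10 µM screen, taking a fixed number of the strongest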;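 further: 0% = full reaction with DMSO carrier and 100% = background rate without enzyme reaction; no value below 0 was filed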
# Spn MK inh: S. pneumoniae MK inhibitors, primary screen, biochemical, PK/LDH-coupled NADH absorbance; mevalonate kinase [Streptococcus pneumoniae D39]; purified MK, PK/LDH-coupled NADH absorbance 340 nm; inhibition, % at 10 µM; 65,000 tested, 0.48% active;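 active means ranked among the strongest by inhibition in the single 10 µM screen, a fixed top-ranked set picked for dose follow-up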; further: no value below 0 was filed
# KRASV12 cytotoxicity: cytotoxicity in KRAS-transformed pancreatic duct cells, primary screen, cell-based, fluorescence, HTS (AID 431); HPDE-C7K KRASV12 cells, Alamar Blue viability, 48 h; higher % means a stronger effect; cytotoxicity, % at 10 µM, or EC50 in µM where a hit was titrated; 63,000 tested, 1.7% active;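 active means compounds whose percent cytotoxicity in the single-dose primary screen, scaled between solvent and toxic-drug controls, exceeds 50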;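 further: 0% = DMSO solvent wells and 100% = doxorubicin-treated wells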
# Alkaline phosphatase: human TNAP enzyme inhibitors, biochemical, luminescent (AID 518); purified TNAP enzyme, luminescent substrate readout; higher % means a stronger effect; 64,000 tested, 0.09% active; inhibition, % at 20 µM; hits with a dose series show IC50 in µM; in the data active means a potency from the dose series; inactive means the rest, 99 in 100 with inhibition below about 22%;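 further: plate controls were vehicle for no effect and reference inhibitor for full effect; many of its hits are not listed in these tables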
# Spn DPM-DC inh: S. pneumoniae DPM-DC inhibitors, primary screen, biochemical, PK/LDH-coupled NADH fluorescence | diphosphomevalonate decarboxylase (Streptococcus pneumoniae D39) | purified DPM-DC | calls only at 10 µM | 65,000 tested, 0.49% active;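 active means the 320 compounds with the highest percent inhibition in the single-dose primary screen, excluding strongly autofluorescent ones, cut at about 32% in these data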;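 further: kinetic rate of NADH fluorescence loss reporting ADP formed by the decarboxylase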
# PMK inhibit pilot replicates: also measured in PMK inhibit; calls as there; inhibition, %; measured here: pilot screen replicates
# Spn MK inh pilot replicates: second read-out of Spn MK inh, no call of its own (marks repeat the call); inhibition, %; measured here: pilot screen replicates
# Spn DPM-DC inh pilot screen %: also measured in Spn DPM-DC inh; calls as there; inhibition, %; measured here: pilot screen trials
# * = called active by the depositor; i = inactive; · = no result given. Unless noted, no stated cut-off is given here; in the data, active means cytotoxicity above about 50%; inactive means the rest.
SMILES,HT1080 viability,Bfl-1 inhibitors,HPDE-C7 viability,LYP inhibition,PMK inhibit,Spn MK inh,KRASV12 cytotoxicity,Alkaline phosphatase,Spn DPM-DC inh,others
Cc1noc(C)c1CSc1nc2[nH]ncc2c(=O)n1-c1ccccc1,60%*,·,·,13%,10,5,·,·,i,
Cc1ccc(C(=O)N2CCN(C(=O)c3ccc(C)c(C)c3)C(C)C2)cc1C (stereo not given),-21%,-2%,-14%,8%,7,5,8%,2%,i,PMK inhibit pilot replicates=5.5;Spn MK inh pilot replicates=0.0;Spn DPM-DC inh pilot screen %=0.0
Cc1cc(Nc2ccccc2)nc(-c2ccccc2O)n1,-1%,-2%,-3%,-3%,9,2,1%,9%,i,
CCOC(=O)c1sc2nc(N3CCCC3)c3c(c2c1N)CC(C)(C)OC3,8%,-5%,16%,7%,1,6,-3%,11%,·,PMK inhibit pilot replicates=2.5;Spn MK inh pilot replicates=0.0
CCOC(=O)N1CCN(C(=O)c2ccc(S(=O)(=O)c3ccc(C)cc3)c(NC(C)=O)c2)CC1,3%,1%,-1%,·,1,0,-7%,3%,i,
COc1ccc(/C(O)=C2/C(=O)C(=O)N(CC3CCCO3)C2c2cccc(OC)c2)cc1 (stereo not given),0%,0%,4%,11%,18,26,11%,4%,i,PMK inhibit pilot replicates=3.0;Spn MK inh pilot replicates=12;Spn DPM-DC inh pilot screen %=0.0
CCc1nnc(NC(=O)c2ccc(S(=O)(=O)N3CCN(Cc4ccccc4)CC3)cc2)s1,-1%,-5%,-33%,12%,0,9,-13%,6%,i,
COC(=O)C1=C(N)OC2=C(C(=O)CCC2)C1c1cccs1 (stereo not given),2%,-5%,-18%,9%,0,6,-1%,14%,i,PMK inhibit pilot replicates=2.0;Spn MK inh pilot replicates=1.0;Spn DPM-DC inh pilot screen %=1.5
COc1nc(-c2ccccc2)ccc1-c1noc(-c2ccc(F)cc2)n1,-6%,-2%,-3%,11%,17,9,-4%,-4%,·,
Cc1nc(N2CCN(S(=O)(=O)c3cccc4nonc34)CC2)c2c3c(sc2n1)CCCC3,1%,-1%,·,-1%,7,7,·,12%,i,
O=C(NC1=NCCS1)c1ccc(OCC2CCCO2)cc1 (stereo not given),27%,4%,-9%,12%,8,0,-18%,1%,i,
COCCn1c(C)cc(C(=O)CSc2nc(C)nc3sc4c(c23)CCC4)c1C,0%,2%,·,-19%,6,7,·,8%,i,

# For reference, some entries already given.
SMILES,HT1080 viability,Bfl-1 inhibitors,HPDE-C7 viability,LYP inhibition,PMK inhibit,Spn MK inh,KRASV12 cytotoxicity,Alkaline phosphatase,Spn DPM-DC inh,others
Cc1noc(C)c1CSc1nc2[nH]ncc2c(=O)n1-c1ccccc1,60%*,·,·,13%,10,5,·,·,i,
Cc1ccc(C(=O)N2CCN(C(=O)c3ccc(C)c(C)c3)C(C)C2)cc1C (stereo not given),-21%,-2%,-14%,8%,7,5,8%,2%,i,PMK inhibit pilot replicates=5.5;Spn MK inh pilot replicates=0.0;Spn DPM-DC inh pilot screen %=0.0
Cc1cc(Nc2ccccc2)nc(-c2ccccc2O)n1,-1%,-2%,-3%,-3%,9,2,1%,9%,i,
CCOC(=O)c1sc2nc(N3CCCC3)c3c(c2c1N)CC(C)(C)OC3,8%,-5%,16%,7%,1,6,-3%,11%,·,PMK inhibit pilot replicates=2.5;Spn MK inh pilot replicates=0.0

# Other results.
SMILES,HT1080 viability,Bfl-1 inhibitors,HPDE-C7 viability,LYP inhibition,PMK inhibit,Spn MK inh,KRASV12 cytotoxicity,Alkaline phosphatase,Spn DPM-DC inh,others
Cc1csc(NC(=O)C(NS(=O)(=O)c2ccc(Br)s2)c2ccccc2)n1 (stereo not given),·,0%,-2%,8%,14,6,4%,11%,i,
Cc1cc(C)c(C#N)c(SCC(=O)Nc2nnc(-c3ccccc3)s2)n1,0%,-2%,1%,0%,0,8,-1%,14%,·,
COc1ccc(C(=O)/C=C(\N)C(F)(F)F)c(O)c1,-4%,-13%,-18%,-7%,0,3,-1%,17%,i,
O=C(CSc1nnc(-c2ccco2)n1Cc1ccccc1)NC(=O)NCc1ccccc1,-1%,-5%,-22%,·,19,4,-18%,7%,i,
CC(C)c1ccc(OCC(O)Cn2cnc3ccccc32)cc1 (stereo not given),-4%,-3%,-12%,11%,0,3,-8%,0%,i,
O=C1CC(c2ccccc2)n2nc(NC(=O)c3cccs3)nc2N1 (stereo not given),-3%,0%,·,·,11,7,·,6%,i,
CCN(CCC(=O)Nc1cc(OC)cc(OC)c1)Cc1ccccc1,7%,-3%,·,·,7,7,·,4%,i,
Cc1cc(C)n(C(=O)c2cccc(S(=O)(=O)N3CCCC3)c2)n1,2%,1%,2%,-5%,6,8,-6%,5%,i,
CCCn1c(SCC(=O)Nc2ccccc2C(=O)OCC)nc2c1c(=O)n(C)c(=O)n2C,-1%,-6%,4%,0%,6,14,0%,17%,i,PMK inhibit pilot replicates=2.0;Spn MK inh pilot replicates=0.0;Spn DPM-DC inh pilot screen %=3.5
COc1ccc(NC(=O)CSC2=C(C#N)C(c3ccco3)C3=C(CCCC3=O)N2)c(OC)c1 (stereo not given),-3%,9%,-2%,2%,0,10,-3%,9%,i,PMK inhibit pilot replicates=8.0;Spn MK inh pilot replicates=0.0;Spn DPM-DC inh pilot screen %=0.0
Cc1ccc(NC(=O)CCNS(=O)(=O)c2ccc3c(c2)oc(=O)n3C)cc1C,1%,-1%,-10%,·,5,0,0%,13%,i,
COC(=O)c1cn(NC(=O)c2cnccn2)c(=O)c2ccccc12,12%,-7%,13%,-1%,0,0,8%,5%,i,
COc1ccc(C(C)=O)cc1COC(=O)c1ccc(OCc2c(C)noc2C)cc1,10%,6%,10%,14%,15,1,12%,10%,i,
CCCCCOC(=O)NCC(O)c1ccccc1 (stereo not given),6%,3%,·,·,7,2,·,7%,i,
O=c1cnn(-c2ccccc2)c(-c2ccccc2)c1,3%,-5%,-3%,·,30,8,1%,14%,i,
CN(C)C(C(=O)NC1CCCCC1)c1ccc(Cl)cc1 (stereo not given),5%,-6%,-12%,-7%,0,5,-17%,-1%,i,
C=C(Br)Cn1c(CC(C)C)nc2ccccc21,-18%,1%,-2%,-1%,0,9,-13%,8%,i,
CCOc1ccc2c(c1)c1nnc(SCC(=O)N3CCCCC3C)nc1n2C (stereo not given),1%,-7%,4%,8%,22,0,3%,4%,i,
O=C(CN1C(=O)C2C3C=CC(C3)C2C1=O)NCCc1ccccc1Cl (stereo not given),1%,-2%,-14%,0%,10,5,-2%,3%,i,
Cc1cc(C)n(-c2cc(C)c(C)cc2Br)n1,-8%,3%,-10%,17%,0,6,-15%,12%,i,
CCOC(=O)Cc1nnc(NC(=O)CSc2ccccc2)s1,4%,-5%,5%,·,6,5,7%,7%,i,
O=C(NCCc1ccccn1)C1CCCN(S(=O)(=O)Cc2ccccc2)C1 (stereo not given),-2%,3%,-3%,-8%,3,2,-4%,12%,i,
O=C1C2ON(c3ccccc3)C(c3ccccc3F)C2C(=O)N1c1ccccc1 (stereo not given),-15%,-2%,-2%,5%,17,6,1%,7%,i,
Cc1nnc(SC(C)C(=O)Nc2ccc(Cl)cn2)n1Cc1ccccc1 (stereo not given),0%,5%,-7%,12%,0,0,-34%,12%,i,
CCOC(=O)Cc1csc(NC(=O)CSc2nnc(-c3ccc(OC)cc3)n2C)n1,-7%,-6%,0%,·,0,3,-2%,1%,i,
CCSc1ncc(Cl)c(C(=O)Nc2ccc(S(=O)(=O)Nc3onc(C)c3C)cc2)n1,1%,6%,2%,-13%,12,8,10%,5%,i,
CCCCc1ccc(Nc2ncnc3nc[nH]c23)cc1,·,1%,-2%,9%,18,1,8%,-18%,i,
CC(C)N(Cc1ccccc1)S(=O)(=O)N(C)C,3%,-4%,-8%,7%,4,0,-21%,9%,i,
Cc1cc(Nc2ccc(C)c(F)c2)n2ncnc2n1,2%,7%,1%,·,8,2,4%,8%,i,
O=C(CSc1nnc(Cc2ccccc2)n1-c1ccccc1)N1CCOCC1,-5%,-2%,2%,·,12,2,-1%,5%,i,
Cc1n[nH]c(C)c1-c1nc2ccccc2[nH]1,3%,-1%,-9%,10%,10,3,4%,4%,i,
CC(C)=CC1C(C(=O)Nc2ccc(Br)cn2)C1(C)C (stereo not given),-4%,2%,7%,9%,11,6,1%,10%,i,
C=C(C)COc1ccc2c(C)c(CC(=O)OC)c(=O)oc2c1C,1%,-1%,-3%,12%,0,2,5%,0%,·,
COc1ccccc1N1CCN(C(=O)CSc2ncccc2-c2nc3ccccc3[nH]2)CC1,2%,-8%,-24%,8%,0,35,-21%,6%,i,
COc1ccc(Cn2nnnc2C(c2ccc(N(C)C)cc2)N2CCC(C)CC2)cc1 (stereo not given),4%,3%,0%,-6%,7,0,-1%,4%,i,
CC(C)c1cc(=O)oc2c3c4c(cc12)CCCN4CCC3,-17%,79%,-9%,1%,4,6,-4%,-18%,·,
Cc1cc(C(=O)N2CCCc3ccccc32)no1,9%,5%,-6%,8%,14,6,-5%,18%,i,PMK inhibit pilot replicates=0.0;Spn MK inh pilot replicates=6.5;Spn DPM-DC inh pilot screen %=2.0
CCCCn1c(SCC(=O)Nc2cc(C)on2)nc2ccccc2c1=O,0%,-7%,-9%,-6%,11,0,-8%,8%,i,
COCCN(C(=O)COc1ccccc1)c1nnc(-c2cccnc2)s1,0%,-5%,-11%,·,15,3,-5%,12%,i,
CCN1CCN(C(c2cccs2)C(C)NC(=O)C(C)C)CC1 (stereo not given),-2%,-1%,3%,9%,0,0,4%,0%,i,
Cc1cccc(OCCCC(=O)Nc2nccs2)c1,-4%,-12%,-27%,4%,0,9,-11%,1%,i,
O=c1oc2ccccc2c(O)c1/C=N/c1ncccn1,-2%,-10%,27%,-8%,18,8,26%,2%,i,
CC(Sc1nncn1C)C(=O)Nc1nnc(C(C)C)s1 (stereo not given),7%,-2%,-2%,15%,5,5,-8%,3%,i,
CN(C(=O)C1CCOC1)c1nnc(-c2cccnc2)s1 (stereo not given),1%,0%,3%,3%,0,0,-2%,5%,i,PMK inhibit pilot replicates=0.5;Spn MK inh pilot replicates=0.0;Spn DPM-DC inh pilot screen %=2.0
COCCNC(=O)c1ccccc1-c1nc(-c2ccccc2Cl)no1,-5%,-14%,14%,·,13,0,2%,3%,i,
CC(=O)OCC(OC(C)=O)C(OC(C)=O)C(OC(C)=O)C(=O)Nc1ccccc1C (stereo not given),2%,-4%,11%,-15%,6,8,11%,6%,i,
O=C(CSc1nnc(Cc2ccccc2)n1C1CCCCC1)N1CCOCC1,2%,4%,-24%,4%,14,0,-8%,7%,i,PMK inhibit pilot replicates=0.0;Spn MK inh pilot replicates=4.5;Spn DPM-DC inh pilot screen %=0.0
Cc1cc2cc(CN(Cc3ccc4c(c3)OCO4)Cc3nnnn3C3CCCC3)c(=O)[nH]c2cc1C,-12%,8%,-8%,-8%,5,4,2%,7%,i,
CC(=O)c1ccc(N2CCN(C(=O)c3ccco3)CC2)c(F)c1,3%,-1%,-5%,1%,0,2,-3%,0%,i,

# Screening data from PubChem BioAssay.
